Source: PubChem (Johns Hopkins Ion Channel Center)
Kir21 inh: inhibitors of mouse Kir2.1 inward-rectifier potassium channel | P35561 | 0.85% of 310,000 active | AID 1672 | HEK293-Kir2.1, FluxOR thallium flux fluorescence; active compounds read low | B-score at 10 µM;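 active = fluorescence ratio B-score at or below minus 3 SD of library scores, with starting-brightness B-score within 2 SD, cut at about -4.2 in these data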;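 note: channel flux triggered by added potassium and thallium sulfate stimulus; B-score of peak minus minimum fluorescence over baseline after thallium stimulus; more negative B-score means stronger Kir2.1 block with less thallium influx; some compounds called inactive have numbers as strong as hits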
KCNQ2 block: KCNQ2 channel blockers in CHO-K1 cells – cell-based, FluxOR thallium flux, B-score, primary screen (AID 2156). 1.1% of 310,000 active. 20 min; active compounds read low. O88943. B-score at 10 µM;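 active = fluorescence ratio B-score at most minus 3 library SDs, with starting brightness B-score within 2 library SDs, cut at about -5.5 in these data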
Target sequence (O88943 whole entry, looked up): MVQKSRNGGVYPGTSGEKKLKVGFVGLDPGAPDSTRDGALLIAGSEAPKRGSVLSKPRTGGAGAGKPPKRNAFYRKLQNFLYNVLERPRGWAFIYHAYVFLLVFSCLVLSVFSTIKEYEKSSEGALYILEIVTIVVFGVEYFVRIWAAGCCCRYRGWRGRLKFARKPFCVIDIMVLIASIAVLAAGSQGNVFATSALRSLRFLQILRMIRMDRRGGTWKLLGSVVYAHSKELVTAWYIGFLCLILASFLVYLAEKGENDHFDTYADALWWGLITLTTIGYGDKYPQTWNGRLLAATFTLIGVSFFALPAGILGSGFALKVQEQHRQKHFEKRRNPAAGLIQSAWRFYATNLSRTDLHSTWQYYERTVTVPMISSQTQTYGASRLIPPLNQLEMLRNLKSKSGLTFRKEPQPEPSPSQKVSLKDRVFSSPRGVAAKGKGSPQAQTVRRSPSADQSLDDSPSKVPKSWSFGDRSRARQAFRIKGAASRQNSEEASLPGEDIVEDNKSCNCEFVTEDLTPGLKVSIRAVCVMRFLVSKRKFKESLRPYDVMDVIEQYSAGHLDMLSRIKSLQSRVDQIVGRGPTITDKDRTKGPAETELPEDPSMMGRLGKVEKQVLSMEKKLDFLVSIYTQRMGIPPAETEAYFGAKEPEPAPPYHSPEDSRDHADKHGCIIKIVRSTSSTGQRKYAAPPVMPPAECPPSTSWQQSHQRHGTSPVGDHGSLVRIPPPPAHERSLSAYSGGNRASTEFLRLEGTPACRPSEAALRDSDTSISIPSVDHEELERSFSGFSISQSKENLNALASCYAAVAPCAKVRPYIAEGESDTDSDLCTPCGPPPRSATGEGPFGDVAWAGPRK
An asterisk follows results filed as active; i = inactive.

Structure,Kir21 inh,KCNQ2 block
CCn1c(O)c(C=Nc2ccccc2)sc1=S,0.17,i
Cc1ccc(N(CC(=O)NCC2CCCO2)S(=O)(=O)c2ccc(Cl)cc2)cc1C (stereo unspecified),-1.3,i
CCOC(=O)c1ccccc1NC(=O)COC(=O)CCNS(=O)(=O)c1ccc(C)c(C)c1,0.35,i
COc1ccc(C2=NOC(C(=O)NCc3ccc(F)cc3)C2)cc1OC (stereo unspecified),-0.35,i
CC(=O)Nc1cc(C(=O)N(C)Cc2ccco2)ccc1Sc1ccc(Cl)cc1,-0.23,i
COC(=O)C[C@H]1c2cc(F)cc(F)c2S(=O)(=O)N1C1CCN(Cc2ccccc2)CC1,-0.89,i
Nc1ncnc(Nc2cccc(C(F)(F)F)c2)n1,-0.03,i
CCN(C(=O)CCC(=O)N(CC)c1ccccc1)c1ccccc1,0.33,i
NC(=O)COC(=O)c1cccnc1Nc1ccccc1F,0,i
CC(C)(C)c1n[nH]c(=S)n(N)c1=O,0.34,i
C=CCn1c(SCC(=O)Nc2c(C)n(C)n(-c3ccccc3)c2=O)nc2scc(-c3ccccc3)c2c1=O,2.1,i
CCOC(=O)c1[nH]cnc1C(=O)Nc1ccccc1C,-0.57,i
O=C(CN1CCSCC1)c1c[nH]c2ccccc12,1.6,i
CCOC(=O)C1(C)NC(c2ccc(N(C)C)cc2)C2C(=O)N(c3ccc(OC)cc3)C(=O)C21 (stereo unspecified),1.2,i
Cc1ccc(-c2nnc(SCC(=O)N/N=C/c3ccccc3C(=O)O)n2-c2ccccc2)cc1,0.84,i
CCCc1cc(=O)oc2cc(OC3CCCCC3=O)ccc12 (stereo unspecified),-1.8,i
COc1ccc(CC(=O)Nc2ccccc2N2CCCC2)cc1OC,-4.5*,i
Cc1cc(N)n(Cc2cccs2)n1,0.01,i
COCCOC(=O)c1[nH]c2c(c1C)C(=O)CC(c1ccccc1)C2 (stereo unspecified),0.32,i
O=C(O)c1ccc(NC(=S)NC(=O)c2ccc3ccccc3c2)cc1,-0.04,i

The list goes on, overlapping the part above by two compounds.
Structure,Kir21 inh,KCNQ2 block
COCCOC(=O)c1[nH]c2c(c1C)C(=O)CC(c1ccccc1)C2 (stereo unspecified),0.32,i
O=C(O)c1ccc(NC(=S)NC(=O)c2ccc3ccccc3c2)cc1,-0.04,i
OCC1(Cc2ccccc2F)CCCN(CC2CCCCC2)C1 (stereo unspecified),-2.1,i
NC(=O)C1=C[C@@H](c2ccc(C(F)(F)F)cc2)C[C@@H](OCc2ccc(CO)cc2)O1,-1.8,i
FC(F)(F)c1cccc(NC(=S)NCCc2ccccn2)c1,-1.7,i
CCOC(=O)c1c(N)sc(C(O)(C(F)(F)F)C(F)(F)F)c1-c1ccc(OC)cc1OC,-1.1,i
CCN(CC)C(=O)CSc1nc(C)cc(C)n1,0.03,i
COC(=O)NNC(=O)C(c1ccccc1)c1ccccc1,0.48,i
COc1cccc(CN(C(=O)/C=C/c2ccc(Cl)cc2)C2CCS(=O)(=O)C2)c1 (stereo unspecified),1,i
CC[n+]1ccccc1/C=C/c1ccc(N(C)C)cc1,-0.1,i
CCC1=NN(C(=O)c2ccc(Br)cc2)C(O)(c2ccc(C)cc2)C1 (stereo unspecified),-0.6,i
OCCNc1nc(OCC(F)(F)F)nc(N2CCN(C34CC5CC(CC(C5)C3)C4)CC2)n1,0.71,i
O=S(=O)(c1ccccc1)n1cc(-c2ccccn2)c(N2CCOCC2)n1,-1.5,i
Cc1[nH]c2ccccc2c1C(=O)CSC(=S)N1CCN(C)CC1,-0.76,i
Clc1ccc(-c2onc3c2CCCC3)cc1,-0.04,i
O=[N+]([O-])c1ccc(N2CCN(S(=O)(=O)c3ccc4ccccc4c3)CC2)cc1NCc1ccco1,1.3,i
CCOc1ccc(NC(=O)CN(C)C(=O)c2cc(S(=O)(=O)N3CCCCC3)ccc2Cl)cc1OCC,-0.72,i
Cc1cc(NCC2CCCCC2)nc2ccccc12,0.81,i
O=C(NNC(=O)c1cnccn1)c1ccc(Cl)c(Cl)c1,-2,i
C[C@@H]1CCC2[C@](C)(CO)[C@@H](O)CC[C@]2(C)[C@@]12CC[C@@](CO)(CC(=O)O)O2 (stereo partly specified),1,i
Cc1cccc2nc(COc3ccc4ccccc4c3Br)cn12,-0.72,i
Cc1ccc(N(C)S(=O)(=O)c2ccc(C)cc2)cc1,-0.01,i
NC(=O)CN1C(=O)NC2(CCCc3sccc32)C1=O (stereo unspecified),-0.23,i
NC(=O)CSc1nnnn1CC(CC(=O)O)c1ccccc1 (stereo unspecified),0.42,i
CN1C(=O)/C(=C/c2ccc(OCc3ccccc3F)cc2)NC1=S,-0.22,i
CCOC(=O)c1c(C)nc2sc3c(=O)n(-c4ccc(C)cc4)cnc3c2c1-c1ccc(OC)cc1,0.7,i
CCN1C(=O)[C@@H]2Cc3c([nH]c4ccccc34)C(c3ccc(OC)cc3)N2C1=S (stereo partly specified),0.99,i
COc1ccc(CC(=O)N(Cc2ccccc2)c2ccc(C)cc2)cc1OC,-4,i
CCOC(=O)CSc1nnc(-c2ccccc2NC(=O)c2ccccc2)o1,-1.2,i
O=C(NNC(=S)Nc1ccc(F)cc1)[C@H]1C[C@@H]1c1ccccc1,0.27,i
O=C(NCC(c1ccco1)N1CCCCC1)c1ccc(S(=O)(=O)Nc2ccccc2)cc1 (stereo unspecified),0.78,i
C=CCn1c(COc2ccc(CC)cc2)nnc1SCC(=O)NC1CCS(=O)(=O)C1 (stereo unspecified),-0.84,i
Cc1ccc(-c2nnc(SCC(=O)n3c4c(c5ccccc53)CCCC4)o2)cc1,0.17,i
Cc1ccc(-n2ncc(C(=O)N3CCN(C(=O)c4ccco4)CC3)c2-n2cccc2)cc1,-0.86,i
O=C(N/N=C/c1c[nH]c2ccccc12)c1cc(-c2ccccc2)n[nH]1,0.34,i
COc1ccc(S(=O)(=O)N(C(=O)c2ccco2)c2cc3sc(=O)oc3c3ccccc23)cc1,0.03,i
CC(=O)Nc1ccc(-c2nc(C)c(C(C)=O)n2O)cc1,-0.7,i
Cc1cc(C)n(CCNC(=O)CC2C(=O)NCCN2Cc2ccc(C)o2)n1 (stereo unspecified),-0.59,i
Cc1cccc(NC(=O)COC(=O)CCc2ccccc2)c1C,-0.26,i
O=S(=O)(c1ccc(F)c(F)c1)N1CCN(S(=O)(=O)c2cccs2)CC1,-0.01,i
COCCN(C(=O)COC(=O)/C=C/c1ccc(C(F)(F)F)cc1)c1c(N)n(Cc2ccccc2)c(=O)[nH]c1=O,0.68,i
COc1ccccc1P(=O)(c1ccccc1)c1ccccc1NC(C)=O (stereo unspecified),0.46,i
CC1CN(c2ccc(C(F)(F)F)cc2[N+](=O)[O-])CCN1S(C)(=O)=O (stereo unspecified),-0.34,i
CC1CN(C(=O)CSc2ncnc3sccc23)CC(C)O1 (stereo unspecified),-0.85,i
COc1cc(/C=N/NC(N)=S)cc(Br)c1OCc1ccccc1F,1.4,i
COc1ccc(-c2ccc(-c3noc(-c4cccs4)n3)c(OC)n2)cc1,-0.58,i
OC1(c2cccc(C(F)(F)F)c2)CCN(Cc2nnnn2CCc2ccccc2)CC1,0.06,i
CC1CN(C(=O)N2c3ccccc3Sc3ccccc32)CC(C)O1 (stereo unspecified),1.6,-6.2*
CCCn1c(N)c(N(CCOC)C(=O)c2ccc(Cl)c([N+](=O)[O-])c2)c(=O)[nH]c1=O,-0.96,i
CC(C)Oc1ccc(CCNC(=O)C2CCC(=O)N(Cc3cccc(F)c3)C2)cc1 (stereo unspecified),0.18,i
CC(C)(C)C(=O)Nc1ccc(Oc2ccc3c(c2)C(=O)N(c2ccc(O)cc2)C3=O)cc1,1.2,i
Cc1nc2sc3c(c2c(=O)n1NC(=O)CCBr)CCCC3,1.1,i
CCOc1ccc(C2CC(=O)c3c([nH]c(C(=O)OC)c3C)C2)cc1OC (stereo unspecified),0.02,i
O=C(/C=C/c1c(Cl)nc2ccccn12)Nc1ccc(F)cc1,-2.8,i
CC(C)(C)n1nc2c(c1NC(=O)CCCc1ccccc1)CS(=O)C2 (stereo unspecified),0.02,i
CC(=O)c1c(N2CCN(c3cccc(Cl)c3)CC2)nc(=S)n(-c2ccccc2)c1C,1.5,i
CCOc1ccc(OCc2ccc(C(=O)N/N=C(\C)c3ccccn3)cc2)cc1,1.6,i
COc1ccc(/C=C(\C#N)C(=O)NCC(c2ccc(F)cc2)N2CCOCC2)cc1 (stereo unspecified),0.92,i
COc1ccc2cc(/C=N/NC(=O)CN(c3ccccc3)S(=O)(=O)c3ccccc3)c(Cl)nc2c1,-1.2,i
Cc1ccc(S(=O)(=O)NC(CC(N)=O)C(=O)O)cc1 (stereo unspecified),-1.8,i
N#C/C(=C\c1cccs1)C(=O)Nc1ccccn1,-1.8,i
Cc1nn(-c2ccc(C(=O)Nc3nnc(C4CC4)s3)cc2)c(C)c1Cl,-0.56,i

Exported with values under each structure: part of the list above.
Value order – Kir21 inh, KCNQ2 block
> OC1(c2cccc(C(F)(F)F)c2)CCN(Cc2nnnn2CCc2ccccc2)CC1
→ 0.06, i
> CC1CN(C(=O)N2c3ccccc3Sc3ccccc32)CC(C)O1 (stereo unspecified)
→ 1.6, -6.2*
> CCCn1c(N)c(N(CCOC)C(=O)c2ccc(Cl)c([N+](=O)[O-])c2)c(=O)[nH]c1=O
→ -0.96, i
> CC(C)Oc1ccc(CCNC(=O)C2CCC(=O)N(Cc3cccc(F)c3)C2)cc1 (stereo unspecified)
→ 0.18, i
> CC(C)(C)C(=O)Nc1ccc(Oc2ccc3c(c2)C(=O)N(c2ccc(O)cc2)C3=O)cc1
→ 1.2, i

Additional compounds
Structure,Kir21 inh,KCNQ2 block
Cc1[nH]c(-c2ccc(F)cc2)cc1C(=O)N1CCN(c2ccc(Cl)cc2)CC1,0.53,i
CCOC(=O)C1C(c2cccs2)NC(=O)N(C)C1(O)C(F)(F)F (stereo unspecified),1.1,i
Cc1ccc(CCN2CC(C(=O)N3CCN(c4ccc(F)cc4)CC3)CC2=O)cc1 (stereo unspecified),0.4,i
Cc1cc2oc(=O)cc(CN3CCCc4ccccc43)c2cc1C,2.5,i
CNc1nc(Nc2ccc(Br)cc2)nc(N)c1[N+](=O)[O-],1.7,i
CCOC(=O)N1CCN(C(=S)Nc2ccc(C)c(C)c2)CC1,0.62,i
COc1ccc(NC(=O)c2cc(Cl)ccc2NC(=O)c2ccco2)c(OC)c1,-0.94,i
N#Cc1c(Cl)c(Cl)c2nnc(-c3ccc(Br)cc3)n2c1Cl,0.06,i
COC(=O)C1=C(C)NC(=O)NC1c1ccccc1Cl (stereo unspecified),-0.75,i
Brc1ccc(-c2csc3[n+]2CCCCC3)cc1,0.4,i
COc1ccc(C(=O)CSc2nnc(C3CCCCC3)n2N)c(OC)c1,-1.4,i
CCC(=O)N(CCc1ccc(S(N)(=O)=O)cc1)C1CC(=O)N(c2ccc(OC)cc2)C1=O (stereo unspecified),0.62,i
COc1ccc(S(=O)(=O)N2CCCC(C(=O)O)C2)cc1 (stereo unspecified),0.37,i
COC(=O)C1CCCN1C(=O)COc1ccc(Br)cc1Cl (stereo unspecified),1.9,i
CC(=O)N1CCN(S(=O)(=O)c2ccc(S(=O)(=O)N3CCCC(C)C3)cc2)CC1 (stereo unspecified),0.22,i
O=C(Nc1ccc(Cc2ccncc2)cc1)c1ccc(Br)o1,-2,i
CCC[C@@H](CNC)NC[C@H](Cc1ccccc1)NCCCCc1ccccc1,-4.5*,-6*
COc1ccc(C(=O)CC(=O)C(=O)Nc2ccccc2OC)cc1,-1.1,i
CC(C)(C)C1CCC(C(=O)OCC(=O)N2CCN(C(=O)c3ccco3)CC2)CC1 (stereo unspecified),-0.85,i
CCNC(=O)COc1ccc(Br)cc1Cl,-0.11,i
Cc1cccc(OCC(=O)NNc2c3ccccc3nc3ccccc23)c1,0.42,i
CCCc1oc(C(=O)O)cc1CN1CCCC1,0.52,i
Cc1ccc(NC(=O)CCc2nnc3ccc(N4CCC5(CC4)OCCO5)nn23)nc1,2.4,i
O=C(c1cc(=O)[nH]c2ccccc12)N1CC=C(c2ccccc2)CC1,-0.08,i
CCOc1ccc(C(CCc2ccccc2)NC(=O)c2ccccc2OC)cc1OCC (stereo unspecified),0.16,i
COc1cccc(CN2CCN(S(=O)(=O)c3ccc(Br)cc3)CC2)c1,-0.46,i
O=C(COc1ccc(Br)cc1)N1CCN(c2ccccc2)CC1,0.82,i
CCn1c(COC(=O)CNC(=O)c2cc(OC)c(OC)c(OC)c2)nc2cc(S(=O)(=O)N(C)C)ccc21,0.61,i
N#CCCn1cc(/C=C2\NC(=S)N(c3ccccc3)C2=O)c(-c2ccc(-c3ccccc3)cc2)n1,-0.66,i
Cc1ccc(S(=O)(=O)NC(CC(=O)O)c2ccccc2)c(C)c1 (stereo unspecified),0.19,i
C=CCN(C(=O)CCC(=O)Nc1cc(C)on1)C(C(=O)NC(C)(C)C)c1ccc(OC)cc1 (stereo unspecified),1.7,i
O=C(N/N=C/c1cccc(C(F)(F)F)c1)C1CCN(c2ncc(C(F)(F)F)cc2Cl)CC1,-0.31,i
C/C(=N/NC(=O)c1ccc(C)nc1)c1ccc2c(c1)CCCC2,0.93,i
